Source: PubChem
MEP2 TOR yeast – modulators of MEP2-GFP levels in yeast, primary screen, S. cerevisiae, multiplex flow cytometry, MLPCN library | GFP response vs DMSO, % at 10 µM | AID 2016, 2009 | 330,000 tested, 0.51% active | S. cerevisiae MEP2-GFP strain, 3 h; 100% = DMSO control level;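 active = GFP response versus DMSO above a set limit, roughly screen mean plus 3 SD, cut at about 180% in these data; inconclusive = fewer than 70 cells counted for a yeast strain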;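 note: median GFP fluorescence of the barcode-gated MEP2-GFP cells per well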
AHR act – AHR activators, primary screen, cell-based, luminescence, luciferase reporter, human | activation, % at 5 µM | 320,000 tested, 2.5% active | AID 2796, 2010 | AHR-responsive luciferase reporter cells; in the data active = activation above about 47%;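 note: 0% = vehicle wells and 100% = reference agonist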
Target sequence (P35869 whole entry, looked up): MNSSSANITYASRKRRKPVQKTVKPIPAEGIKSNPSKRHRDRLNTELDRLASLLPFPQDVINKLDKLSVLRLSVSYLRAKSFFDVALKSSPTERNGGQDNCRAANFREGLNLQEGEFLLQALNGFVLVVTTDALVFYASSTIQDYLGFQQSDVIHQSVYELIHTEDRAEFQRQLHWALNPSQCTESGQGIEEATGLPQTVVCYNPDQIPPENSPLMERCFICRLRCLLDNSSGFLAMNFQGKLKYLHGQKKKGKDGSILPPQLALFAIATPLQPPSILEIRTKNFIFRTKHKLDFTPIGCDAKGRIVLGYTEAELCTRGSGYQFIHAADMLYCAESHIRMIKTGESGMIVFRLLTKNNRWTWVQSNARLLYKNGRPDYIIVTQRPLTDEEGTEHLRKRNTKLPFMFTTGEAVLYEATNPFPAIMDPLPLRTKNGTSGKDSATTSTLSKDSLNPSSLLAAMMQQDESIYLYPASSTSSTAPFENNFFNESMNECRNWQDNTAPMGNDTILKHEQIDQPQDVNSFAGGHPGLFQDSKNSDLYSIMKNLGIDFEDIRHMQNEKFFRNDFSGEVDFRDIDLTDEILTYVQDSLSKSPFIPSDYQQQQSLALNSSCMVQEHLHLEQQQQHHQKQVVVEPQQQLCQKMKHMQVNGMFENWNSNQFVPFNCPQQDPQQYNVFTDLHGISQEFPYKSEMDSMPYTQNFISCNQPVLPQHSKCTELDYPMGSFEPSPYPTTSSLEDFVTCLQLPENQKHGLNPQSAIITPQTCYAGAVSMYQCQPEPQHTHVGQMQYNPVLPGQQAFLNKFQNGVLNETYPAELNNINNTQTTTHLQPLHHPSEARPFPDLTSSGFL
CIT2-GFP yeast – modulators of CIT2-GFP expression in yeast, primary screen, S. cerevisiae, GFP fusion, multiplex flow cytometry, MLPCN library; S. cerevisiae CIT2-GFP strain, 3 h; 100 means same as DMSO wells; GFP response vs DMSO, % at 10 µM; 320,000 tested, 0.065% active; AID 2029, 2009;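 active = GFP response relative to DMSO above a set limit, near the screen mean plus 3 SD, cut at about 150% in these data; inconclusive = Fewer than 70 cells measured for a yeast strain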;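 note: ratio of well median GFP fluorescence to mean of DMSO wells on the plate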
RPL19A-GFP yeast – RPL19A-GFP expression modulators in yeast, primary screen, cell-based, S. cerevisiae, multiplex flow cytometry, MLPCN; S. cerevisiae RPL19A-GFP strain, 3 h; active compounds read low; 330,000 tested, 0.3% active; percent response vs DMSO, % at 10 µM; AID 2025, 2009;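 active = percent response vs DMSO below 50%; inconclusive = fewer than 70 events counted for the yeast strain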;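 note: median channel GFP fluorescence of the barcoded RPL19A-GFP strain; ratio of sample median GFP to plate DMSO average so 100% = DMSO; lower means less RPL19A-GFP as with rapamycin TOR inhibition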
AGP1 TOR yeast – modulators of AGP1-GFP expression in yeast TOR pathway, primary screen, cell-based, multiplex flow cytometry, S. cerevisiae, MLPCN library; 3 h; GFP as percent of DMSO wells; 320,000 tested, 0.02% active; GFP response vs DMSO, % at 10 µM;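 active = GFP response relative to DMSO above a set limit, near screen average plus 3 SD, cut at about 150% in these data; inconclusive = fewer than 70 cells counted for the yeast strain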;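 note: median GFP channel fluorescence of the gated AGP1 strain per well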
LAP4-GFP MLPCN – modulators of LAP4-GFP expression in yeast, primary screen, S. cerevisiae, multiplex flow cytometry, MLPCN library; 320,000 tested, 0.34% active; 3 h; median GFP as percent of DMSO wells; AID 2023, 2009; GFP response vs DMSO, % at 10 µM;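 active = GFP response vs DMSO above a set limit, about the screen mean plus 3 SD, cut at about 150% in these data; inconclusive = under 70 cell events counted for the yeast strain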
procasp7 counter – procaspase-7 activators, primary screen, counter-screen for procaspase-3 activator project, biochemical, absorbance, HTS, human; recombinant procaspase-7, Ac-DEVD-pNA absorbance 405 nm; D23A/D198A/D206A triple mutant, cannot self-cleave; scale: DMSO 0, 5 µM enzyme 100; 330,000 tested, 0.093% active; Caspase-7 (Homo sapiens), P55210; activation, % at 8.5 µM;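 active = percent activation above the screen-wide mean plus 3 SD, cut at about 25% in these data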
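Assay system – Uncleavable procaspase-7 mutant enzyme · Quantity – 2 µM procaspase-7 mutant as dispensed · Times – 1 h preincubation, 2 h reaction · Dosing – single nominal 8.5 µM compound dose, 0.8% DMSO final · Buffer or medium – Zinc-free 50 mM HEPES buffer, pH 7.4, with NaCl and Triton X-100 · Detection – Epi-absorbance of released pNA at 405 nm, two timepoints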
procasp3 activ – activators of human procaspase-3 D3A mutant, primary screen, biochemical, absorbance, PC-3 D3A mutant, single concentration; activation, % at 8.5 µM; recombinant procaspase-3 D3A, Ac-DEVD-pNA absorbance 405 nm; AID 463141, 2010; Caspase-3 (Homo sapiens), P42574; 330,000 tested, 0.11% active;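 active = activation above the mean of all tested compounds plus 3 SD, cut at about 21% in these data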;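 note: 0% = DMSO alone and 100% = DMSO wells spiked with extra 5 µM PC-3 D3A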
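Test system: Procaspase-3 D3A mutant, all three cleavage aspartates alanine | Dosing: Single dose, 8.5 µM nominal compound, 0.8% DMSO | Schedule: 1 h preincubation, 2 h reaction | Technique: 405 nm absorbance of p-nitroaniline, reads at 0 and 120 min | Repeats: One well per compound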
Active calls of the source: *; ? = inconclusive; . = not tested or not shown. Rows are unselected. About 3.5% of those tested had a hit in this group.

No.	Compound	MEP2 TOR yeast	AHR act	CIT2-GFP yeast	RPL19A-GFP yeast	AGP1 TOR yeast	LAP4-GFP MLPCN	procasp7 counter	procasp3 activ
1	COc1ccc(NC(=O)Nc2ccc(OCc3ccccc3)cc2)cn1	107	.	101	103	97	89	.	.
2	Cc1ccc(-c2n[nH]c(=S)n2/N=C/c2ccc(C)s2)cc1	105	28	103	97	104	103	-31	-12
3	O=C(CNS(=O)(=O)c1ccc(Br)s1)N1CCN(c2ccc(F)cc2)CC1	114	0	112	105	110	106	5	-8
4	CS(=O)(=O)N(CC(=O)Nc1cccc(F)c1)Cc1ccccc1	100	1	92	96	94	96	9	-5
5	COc1ccccc1/C=N/OCc1cc(C(C)=O)ccc1OC	105	28	101	99	85	91	11	2
6	CCOc1ccc(NC(=O)CCNS(=O)(=O)c2ccc3c(c2)CCC(=O)N3)cc1	94	5	104	109	103	87	1	-5
7	Cc1ccc(CN=c2c([N+](=O)[O-])nn(-c3ccc(Cl)cc3)n2O)cc1	96	8	94	93	91	101	-1	1
8	Cc1ccc(S(=O)(=O)NCC(=O)N(CC(=O)NC(C)(C)C)Cc2cccs2)cc1	110	3	112	109	110	103	4	-4
9	CCOC(=O)C1CCN(C(=O)c2cc(COc3ccc(F)cc3F)on2)CC1	105	7	95	99	96	110	1	-4
10	CC(C(=O)Nc1ccccc1-c1ccccc1)N1CCN(Cc2ccccc2)CC1 (configuration not stated)	107	1	100	109	113	104	11	-4
11	COc1cc(NS(=O)(=O)c2ccc3ccccc3c2)c2ncccc2c1	106	8	109	102	92	118	-16	-3
12	CN(CC(=O)Nc1ccc(F)c(F)c1F)C(=O)C1CC(=O)N(c2ccc3c(c2)OCCO3)C1 (configuration not stated)	97	0	90	97	112	104	9	-7
13	COc1ccc(S(=O)(=O)N(C)CC(=O)NC2CC2)cc1OC	101	-2	97	100	101	101	2	-8
14	CN(c1ccc(C(=O)N2CCN(c3ccccc3F)CC2)cc1)S(=O)(=O)c1ccccc1	100	3	103	101	100	100	3	-6
15	CCc1ccc(NC(=O)CCn2ccnc2C)cc1	105	5	95	101	107	95	-4	14
16	COc1ccc(C(=O)Nc2ccc(Cl)cc2C(=O)NCCO)cc1	105	16	102	104	104	107	-5	0
17	Cn1c(=O)c2c(nc(CN3CCN(C(=O)c4ccco4)CC3)n2CC(=O)C(C)(C)C)n(C)c1=O	104	1	97	105	99	94	-6	3
18	CC1=C(C(N)=O)C(c2ccc(Cl)cc2Cl)n2ncnc2N1 (configuration not stated)	103	-1	98	98	97	109	3	6
19	CCCc1cc(=O)[nH]c(SCc2csc(-c3ccccc3)n2)n1	106	7	96	97	92	96	3	-5
20	COc1cccc(CN2CC(C(=O)NCc3ncc(C)[nH]3)CCC2=O)c1 (configuration not stated)	?	-7	?	?	?	?	-4	-6
21	COc1cc(/C=C2/C(=O)N(c3cccc(Br)c3)N=C2C)cc(OC)c1O	98	0	94	99	99	105	2	9
22	Cn1ccnc1Sc1nc(Nc2cccc(Cl)c2)nc(N2CCOCC2)n1	110	30	113	111	109	114	16	2
23	COc1cc(/C=C2/C(=O)N(c3ccccc3)N=C2C)ccc1OS(=O)(=O)c1ccccc1	102	7	95	103	99	100	2	3
24	Nc1ncc(-c2cc3ccccc3oc2=O)s1	92	2	94	97	94	97	-12	-3
25	Cc1cc(C)nc(NS(=O)(=O)c2ccc(N/C=C\C(=O)c3cccs3)cc2)n1	100	8	91	95	95	97	9	-1
26	COC(=O)C1=CN(Cc2ccccc2)C=C(C(=O)OC)C1c1ccc(O)c(OC)c1	110	4	104	109	100	91	-2	-4
27	COc1cccc(N2CCN(C3C4CC5CC(C4)CC3C5)CC2)c1 (configuration not stated)	108	2	115	105	.	107	-1	4
28	COc1ccccc1CNS(=O)(=O)c1ccc(Cl)s1	102	2	101	95	95	86	-4	5
29	Cc1c(NC(=O)C(C)OC(=O)COc2cccc3c2OC(C)(C)C3)c(=O)n(-c2ccccc2)n1C (configuration not stated)	109	3	98	100	101	98	6	2
30	COc1cccc(C(=O)NC2CCN(CC(=O)Nc3ccccc3Cl)CC2)c1	99	2	101	102	101	93	1	-3
31	COc1ccc(NC(=O)CSc2n[nH]c(=O)n2C2CC2)cc1OC	96	-1	91	94	96	89	1	4
32	O=C(Nc1ccccc1C(F)(F)F)c1ccccc1Br	100	-1	97	99	103	103	3	10
33	COc1ccc(OCCCC(=O)Nc2cc(S(=O)(=O)N3CCCCC3)ccc2C)cc1	104	1	105	102	104	106	2	1
34	COc1ccc(Cl)cc1NC(=O)COc1cccc(-n2cnnn2)c1	101	-4	107	103	104	103	3	0
35	CCc1ccccc1NC(=O)CSc1nc(C)c(C)o1	104	.	95	109	93	92	.	.
36	COc1ccc(C(=O)NC(=O)Nc2cc(C)ccn2)cc1	104	5	104	102	103	108	-9	6
37	N#Cc1ccc(OCC(=O)Nc2ccc(N3CCCC3)cc2)cc1	98	7	90	93	90	92	7	1
38	CCCCN(C)C(=S)Nc1ccc2nc(N3CCN(CC)CC3)cc(C)c2c1	91	1	99	92	106	102	-13	-4
39	Brc1ccc(Nc2c3c(nc4ncnn24)CCC3)cc1	95	104*	91	98	103	103	-4	0
40	COC(=O)c1cn(NC(=O)CC2CCCCC2)c(=O)c2ccccc12	112	17	96	99	116	106	4	-9
41	O=C(c1ccc(Cl)cc1)c1ccc(OCC(=O)N2CCOCC2)cc1	97	3	88	96	89	97	10	-10
42	O=C(O)C(c1ccccc1)N1CCCC1 (configuration not stated)	102	-2	104	100	98	96	2	5
43	O=C(Nc1ccc(Oc2ccc(NC(=O)C3CCCO3)cc2)cc1)C1CCCO1 (configuration not stated)	99	2	105	98	100	100	-2	-5
44	CC1(C)CC(=O)C(C=Nc2ccc(N)cc2)=C(O)C1	106	3	78	95	98	109	14	11
45	O=C(NC(Nc1cc(C(F)(F)F)ccc1Cl)C(=O)c1ccccc1)c1ccccc1 (configuration not stated)	104	7	100	103	108	105	11	-4
46	O=S(=O)(NCc1ccccc1)c1cnc[nH]1	98	12	99	98	90	93	-2	-5
47	COc1ccc(/C=C/C(=O)OCC(=O)NC2CCCCC2C)c(OC)c1 (configuration not stated)	102	0	94	98	96	102	14	13
48	Cc1cccc(NC(=O)COC(=O)c2ccccn2)c1	106	4	102	99	97	100	6	-6
49	COc1ccccc1C(=O)Nc1nc(C)cc(C)n1	89	38	94	94	97	94	-4	0
50	O=C(CC1Sc2ccccc2NC1=O)c1ccc(Br)cc1 (configuration not stated)	106	21	96	102	101	111	2	-1
51	Cc1ccc(C(=O)NNC(=O)CNc2cccc(Cl)c2)cc1	92	8	95	95	97	96	7	1
52	CC(=O)C1=C(C)NC(SCC(N)=O)=C(C#N)C1c1ccco1 (configuration not stated)	98	-1	102	108	112	101	2	-9
53	CC1CCN(C(=O)CNC(=O)Cn2ccc3ccccc3c2=O)CC1	98	2	82	99	93	94	-2	2
54	COc1ccc(S(=O)(=O)Nc2ccc(Cl)cn2)cc1	99	1	96	99	95	96	0	5
55	O=C(Nc1ccc([N+](=O)[O-])cc1)Nc1nc(-c2ccc(Cl)s2)cs1	94	-1	80	99	96	99	3	-3
56	COc1ccc(NC(=O)c2ccc(CN3CCN(c4ccccc4)CC3)cc2)cc1OC	97	7	93	99	96	93	14	2
57	Cc1ccccc1Nc1nc2ccccc2n1C(C)C	98	4	95	103	97	90	-1	2
58	CCOC(=O)CC1ON(C)C(=O)N1c1ccc(Cl)cc1Cl (configuration not stated)	97	4	87	98	91	93	8	2
59	CCCCOC(=O)Nc1sc2nc(C)cc(C)c2c1-n1cccc1	102	18	101	100	99	97	3	-8
60	Cc1ccccc1S(=O)(=O)Cc1ccc(C(=O)NCc2cccs2)o1	102	1	103	100	111	97	6	10

More structures.
No.	Compound	MEP2 TOR yeast	AHR act	CIT2-GFP yeast	RPL19A-GFP yeast	AGP1 TOR yeast	LAP4-GFP MLPCN	procasp7 counter	procasp3 activ
61	O=C(CN(C(=O)Cn1nnc(-c2ccc(F)cc2)n1)c1ccc(F)c(Cl)c1)NCC1CCCO1 (configuration not stated)	106	0	102	104	100	92	-4	7
62	CSc1nccc(-c2cc(Cl)sc2Cl)n1	101	-3	105	105	89	85	14	5
63	Cc1ccc(-n2nnnc2CNC(=O)C2CC(=O)N(c3ccc(F)cc3)C2)cc1C (configuration not stated)	89	0	76	86	102	96	4	6
64	CN(Cc1ccc(Cl)cc1)C(=O)CCl	100	-1	85	92	100	108	-3	-7
65	COc1cc(C(=O)Nn2c(CC(C)C)nc3ccccc3c2=O)cc(OC)c1OC	101	1	100	101	100	88	11	-3
